Bioassay records deposited in PubChem BioAssay by National Center for Advancing Translational Sciences (NCATS).
D1 agonist: activates the human D1 dopamine receptor; actives 1% (n = 360,000); activation, % at 2 µM; HEK293 T-REx D1 cells, calcium flux, agonist mode; AID 504660; in the data active = activation above about 30%; also: 0% is about no effect
Target sequence (P21728 whole entry, looked up): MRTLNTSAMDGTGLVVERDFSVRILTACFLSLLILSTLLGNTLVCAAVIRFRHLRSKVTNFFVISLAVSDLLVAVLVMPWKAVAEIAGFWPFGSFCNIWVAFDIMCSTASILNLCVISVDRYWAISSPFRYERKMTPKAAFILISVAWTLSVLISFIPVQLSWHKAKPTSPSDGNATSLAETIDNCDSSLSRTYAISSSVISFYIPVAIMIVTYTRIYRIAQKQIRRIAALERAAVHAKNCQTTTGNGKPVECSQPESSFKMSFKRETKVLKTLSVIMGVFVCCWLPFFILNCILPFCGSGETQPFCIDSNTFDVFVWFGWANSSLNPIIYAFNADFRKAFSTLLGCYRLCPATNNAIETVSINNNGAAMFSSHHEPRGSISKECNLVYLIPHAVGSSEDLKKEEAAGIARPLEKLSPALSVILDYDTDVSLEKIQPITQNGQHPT
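Tetracycline-induced HEK293 TREx D1 cells, force-coupled to calcium signalling, were dye-loaded with a no-wash calcium kit. Compound was pin-added after a 10 s baseline. Fluorescence was read kinetically at 1 cycle/s for 180 s, with calcium rises flagged as agonism.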
TRHR agonist: TRH receptor (human) agonism | TRHR cells, calcium flux fluo-8, FDSS agonist mode | P34981 | actives 0.18% (n = 360,000) | activation, % at 2 µM; in the data active = activation above about 30%; also: 0% is about no effect
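In this calcium-flux screen, cells bearing human TRHR are dye-loaded with fluo-8, baselined for 10 cycles, then exposed to library compounds; positive kinetic calcium responses during the agonist phase mark hits, with TRH as control.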
D1 antagonist: blocks dopamine activation of the human D1 receptor | P21728 | HEK293 TREx D1 cells, calcium flux, dopamine EC80; hits give low values | activity change, negative = inhibition, % at 10 µM | actives 3.2% (n = 360,000); in the data active = activity change below about -30%; also: % is scaled to controls: 0 for no effect and ±100 for the full control effect
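Kinetic fluorescence of a calcium dye serves as the read-out. D1-expressing Hek293 Trex cells, induced overnight at 30 C, are exposed to compound for 180 s before an EC80 dopamine addition, then read 180 s further.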
D2 PAM: D2 dopamine receptor (human) potentiation; AID 485347; actives 0.34% (n = 340,000); potentiation, % at 10 µM; HEK293 T-REx D2, calcium flux, EC20 dopamine potentiation; P14416;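 active = potentiation over 3 SD above the plate norm, cut at about 30% in these data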; also: 0% is about no effect
Target sequence (P14416 whole entry, looked up): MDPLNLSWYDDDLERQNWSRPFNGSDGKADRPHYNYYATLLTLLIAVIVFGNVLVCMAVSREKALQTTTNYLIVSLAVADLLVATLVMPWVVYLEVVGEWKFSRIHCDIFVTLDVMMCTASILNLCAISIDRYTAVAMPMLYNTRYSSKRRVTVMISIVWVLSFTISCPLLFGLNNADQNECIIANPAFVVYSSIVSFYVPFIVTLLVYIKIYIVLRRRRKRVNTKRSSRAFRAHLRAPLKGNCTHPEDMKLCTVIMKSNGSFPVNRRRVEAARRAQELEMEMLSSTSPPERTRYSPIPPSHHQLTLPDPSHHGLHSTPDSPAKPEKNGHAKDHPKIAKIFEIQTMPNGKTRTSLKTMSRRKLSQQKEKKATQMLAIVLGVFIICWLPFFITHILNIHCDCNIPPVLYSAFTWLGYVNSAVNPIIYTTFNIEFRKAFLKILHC
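Using a no-wash calcium dye in inducible, force-coupled HEK293 Trex cells expressing D2, we tracked fluorescence each second for 180 s after compound, then for 180 s after EC20 dopamine to detect augmented signalling.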
RXFP1 antag: blocks the human relaxin receptor RXFP1. activity change, negative = inhibition, % at 57.5 µM. HEK293-RXFP1, relaxin-stimulated cAMP HTRF, 30 min; hits give low values. actives 0.59% (n = 350,000). Q9HBX9;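 active = activity change of -60% or lower, but not beyond a set lower limit; inconclusive = change between -60% and -40%, or beyond the set limit; inactive = change above -40%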; also: % is scaled to controls: 0 for no effect and ±100 for the full control effect
TRHR PAM: TRH receptor (human) allosteric enhancement; P34981; TRHR cells, fluo-8 calcium fluorescence, EC20 TRH enhancement; enhancement, % at 2 µM; actives 0.66% (n = 360,000); AID 493056; in the data active = enhancement above about 30%; also: 0% is about no effect
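TRHR-expressing cells loaded with fluo-8 calcium dye were read kinetically (ex 480/em 530) during compound addition, then stimulated with an EC20 of TRH (10 nM final). Enhancement of the Gq-mediated intracellular calcium response was scored.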
Anesthetic bind: candidate novel general anesthetic via apoferritin binding | actives 0.074% (n = 350,000) | Potency, µM (series often up to 77.5 µM), for the others: top-dose activity change, negative = displacement, hits mostly inhibitors | apoferritin/1-aminoanthracene competitive binding, fluorescence | P02791; also: potency is read from the fitted curve at half-maximal effect; % is scaled to controls: 0 for no effect and ±100 for the full control effect; nearly all actives have a fitted effect of over 20% in size
Target sequence (P02791 2-175 limits assumed): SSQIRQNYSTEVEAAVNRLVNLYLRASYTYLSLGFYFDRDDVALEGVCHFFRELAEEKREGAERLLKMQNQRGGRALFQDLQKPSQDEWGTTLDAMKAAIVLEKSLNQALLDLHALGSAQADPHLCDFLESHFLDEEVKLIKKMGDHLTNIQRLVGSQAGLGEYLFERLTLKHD
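Concentration-response curves derived by four-parameter Hill fitting of normalized fluorescence, where compounds displaced 1-AMA from 10 uM horse apoferritin following a brief 10 min room-temperature incubation; propofol titration acted as positive control.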
D1 PAM: enhances dopamine response at the human D1 receptor; HEK293 TREx D1 cells, calcium flux, dopamine EC20 potentiation; potentiation, % at 10 µM; P21728; actives 0.036% (n = 360,000); in the data active = potentiation above about 30%; also: 0% is about no effect
RXFP1 agonist: RXFP1 (human) receptor agonism | Potency, µM (top dose mostly 57.5 µM), for the others: at the highest dose activation, usual class: activators | Q9HBX9 | actives 0.3% (n = 370,000) | HEK293T-RXFP1 cAMP TR-FRET, 30 min; response scale: percent of porcine relaxin response, buffer zero; also: potency is read from the fitted curve at half-maximal effect; % is scaled to controls: 0 for no effect and ±100 for the full control effect; nearly all actives have a fitted effect of over 60% in size; many of its hits are not listed in these tables
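HEK293T cells stably expressing RXFP1 were pretreated with the PDE4 inhibitor Ro 20174, exposed to compounds for 30 min at 37C, lysed, and cAMP was read by TR-FRET. Data normalized to buffer (basal) and 29 nM porcine relaxin (100%).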
An asterisk follows results filed as active; ? = inconclusive; . = no result given; & = joins results of further samples; [ ] = remark or other dose. Unless noted, calls follow the shape of the dose curve; as a rule, active = well fitted curve in the direction sought with a large enough effect; inconclusive = small, poorly fitted or top-dose-only effect, or another doubt; inactive = no such curve, though single readings can be large; an effect the other way counts as inactive or inconclusive.

SMILES	D1 agonist	TRHR agonist	D1 antagonist	D2 PAM	RXFP1 antag	TRHR PAM	Anesthetic bind	D1 PAM	RXFP1 agonist
CCOC(=O)c1c(C)n(Cc2ccc(F)cc2)c2ccc(O)cc12	1	0.1	-11	4	-15	7	-10%	-8	-0.1%
Fc1ccc(C2=CCN(C(c3ccc(Cl)cc3)c3nnnn3Cc3ccccc3)CC2)cc1 (stereo unspecified)	1	0.0	4	6	-2	-4	-5%	-6	2.8%
CN(C)C(=O)Oc1ccc(OC(=O)c2ccccc2)cc1	4	0.4	-8	-5	9	-2	3%	-9	0.1%
CC/C(=N\NC(=O)c1ccccc1)c1c(O)n(Cc2ccccc2)c(=O)[nH]c1=O	3	0.2	-22	-5	-11	1	-12%	-3	-0.3%
COc1ccc(CNCCc2c[nH]c3ccccc23)cc1OC	13	1.2	-8	-8	-6	8	-4%	-7	-2.6%
Cc1cc(NC(=O)COC(=O)c2c(C)nn(Cc3ccccc3Cl)c2C)no1	2	-0.2	6	3	-6	7	-3%	-1	0.7%
Clc1ccc(COn2ccnc2)cc1Cl	0	-0.5	-27	-6	-1	-4	?	-7	-0.5%
O=S(=O)(c1ccc(F)cc1)N1CCCC1c1cccnc1 (stereo unspecified)	1	0.6	-2	7	-8	-5	-11%	3	2.0%
CN1OCC2Cn3c(nc4ccccc43)C21 (stereo unspecified)	5	0.3	-13	0	.	3	-4%	0	-2.4%
CCC(=Nc1cccc(C(F)(F)F)c1)c1c(O)n(C)c(=O)n(C)c1=O	2	0.8	-12	-4	8	1	0%	-2	-1.4%
Cc1cccc(Cn2cccc(C(=O)Nc3ccc4c(c3)OCCO4)c2=O)c1	5	0.5	.	-8	.	-1	17%	-2	3.9%
COc1ccc(C(=O)OC2CC3CCC(C2)[N+]3(C)[O-])cc1OC (stereo unspecified)	1	0.7	7	-2	5	1	-4%	-2	0.1%
Cc1nc2ccccc2c(=O)n1-c1ccc(C(=O)O)cc1	4	0.5	-17	19	8	31*	0%	0	8.3%
CCc1cccc2c(C#N)cn(CC(=O)N3CCOCC3)c12	0	0.0	4	5	4	-2	-4%	0	-0.2%
CCOP(=S)(OCC)SCOC(=O)NCC(=O)OC	2	0.0	-1	1	-7	2	-7%	-3	2.4%
COc1ccc(C(=O)C2CCCN(Cc3ccsc3)C2)cc1OC (stereo unspecified)	6	-1.8	2	8	-6	-6	-11%	-2	-1.2%
C=Cn1ccnc1P(=S)(c1cc(N(CC)CC)ns1)c1nccn1C=C	1	-0.2	-9	-3	11	-6	-13%	0	1.1%
CC1CCCN(C(=O)CN2C3CCC2CC(O)(c2ccc(F)cc2)C3)C1 (stereo unspecified)	4	0.5	-21	6	-23	3	-6%	-2	-3.4%
N#CCCn1cc(C(=O)Nc2ccc(F)cc2)c(-c2ccccc2)n1	0	-0.1	8	2	10	1	2%	-5	0.6%
Cc1ccc(OCC(=O)N2CCN(Cc3ccc([N+](=O)[O-])cc3)CC2)cc1	6	-0.1	-28	-3	6	8	2%	-5	-0.3%
CCOc1ccc(N=Cc2c(O)n(Cc3ccccc3)c(=S)[nH]c2=O)cc1	0	-1.3	6	-12	-11	17	-2%	-3	?
COC(=O)C1=C(c2ccc(F)cc2F)C[C@@H]2CC[C@H]1N2C(=O)N1CCC(O)(c2ccc(Cl)cc2)CC1	5	-0.1	-46*	-1	.	0	.	-3	0.6%
CN1C(=O)C(=Cc2ccc(OCC(=O)Nc3ccccc3)cc2)C(=O)N(C)C1=O	4	0.4	-34*	10	-11	-1	-14%	-1	-0.1%
CC1=CC(=O)NP(=O)(Oc2ccc3ccccc3c2)N1 (stereo unspecified)	3	0.9	4	-3	16	10	-10%	0	-1.2%
COc1ccc(-n2c(-c3ccccc3[N+](=O)[O-])nc3ccccc3c2=O)cc1	1	-0.6	4	-5	2	-2	8%	-9	0.1%

Complete entries, quoted from the list:
`Clc1ccc(COn2ccnc2)cc1Cl` is listed with D1 agonist: 0; TRHR agonist: -0.5; D1 antagonist: -27; D2 PAM: -6; RXFP1 antag: -1; TRHR PAM: -4; Anesthetic bind: ?; D1 PAM: -7; RXFP1 agonist: -0.5%
`CC1=CC(=O)NP(=O)(Oc2ccc3ccccc3c2)N1` (stereo unspecified) is listed with D1 agonist: 3; TRHR agonist: 0.9; D1 antagonist: 4; D2 PAM: -3; RXFP1 antag: 16; TRHR PAM: 10; Anesthetic bind: -10%; D1 PAM: 0; RXFP1 agonist: -1.2%

More records:
SMILES	D1 agonist	TRHR agonist	D1 antagonist	D2 PAM	RXFP1 antag	TRHR PAM	Anesthetic bind	D1 PAM	RXFP1 agonist
CCC(COC(=O)NC)NC(=O)Oc1cccc(C)c1 (stereo unspecified)	2	-0.2	-10	-7	-10	-9	-24%	-3	-0.1%
Fc1ccc(CN2CCN(c3ccc(Cl)cc3)CC2)cc1	3	-0.2	3	-20	-18	1	-7%	-6	0.0%
O=P(Nc1cccnc1)(Oc1ccccc1)Oc1ccccc1	3	-0.3	19	-1	18	0	-5%	0	-4.7%
O=C(COc1ccc(Cl)cc1)N1CCN(C2CCCC2)CC1	3	0.2	-14	8	-7	-1	-2%	-5	2.2%
O=C(CNC(=O)OCc1ccccc1)Nc1ccc(Br)cc1C(=O)c1ccccc1	5	-1.6	-18	-4	-11	0	?	1	2.5%
CC(=O)c1c(C)n(CC2CCCO2)c2ccc(O)cc12 (stereo unspecified)	1	0.2	3	5	12	7	-9%	1	-1.3%
O=[N+]([O-])c1cc(F)c(N2CCCC2)cc1Br	17	-0.3	-19	4	-25	-6	-12%	7	0.3%
CCC1(c2cccc(O)c2)CCCCN(C)C1 (stereo unspecified)	0	1.5	-6	-9	7	-9	.	-5	0.3%
COC(=O)C1=C(c2cccc(C#N)c2)C[C@@H]2CC[C@H]1N2C(=O)N1CCc2cc(OC)c(OC)cc2C1	0	0.0	26	-1	.	-4	.	1	-1.5%
N[C@@H](Cc1c[nH]c2ccccc12)c1nnc(SCc2c(F)cccc2Cl)o1	0	-0.2	8	5	2	-4	28µM*	-1	1.6%
C/C(=C/C=C/[C@@H](C)C(=O)O)[C@H]1CN[C@H](C(=O)O)[C@H]1CC(=O)O	1	0.0	4	-4	14	-4	5%&8%	-4	2.9%
O=C(Nc1ccc2c(c1)OCO2)c1cccn(Cc2ccccc2)c1=O	2	0.5	.	17	.	1	1%	4	-1.1%
CCCOC(=O)Nc1ccc([As](=O)(O)O)cc1NC(=O)OCCC	4	1.7	-29	-6	25	6	-11%	4	-2.5%
O=C1NC(=O)N(Cc2ccccc2Cl)C(=O)/C1=C/N1CCOCC1	3	0.4	17	-2	-4	-1	-8%	-1	0.9%
O=C(COc1ccccc1Cl)N1CCN(CCc2ccccn2)CC1	13	-1.2	5	-3	-7	17	-5%	0	2.4%
CN1C(=O)C(C2(C#N)CCCCC2)C(=O)N(C)C1=O	1	0.3	6	-9	-4	11	-1%	-3	-1.7%
Cc1ccc2c(c1)C1CN(C)CCC1N2C(=S)Nc1cccnc1 (stereo unspecified)	0	0.1	.	-4	-10	9	-6%	-9	-1.1%
Cc1cc(OC(C)C(=O)NCc2cccnc2)c2c3c(c(=O)oc2c1)CCC3 (stereo unspecified)	1	0.4	8	1	0	0	-4%	4	9.9%
O=c1[nH]c(=O)n(-c2cccc(F)c2)c(O)c1/C=C1\C=Nc2ccccc21	9	3.3	2	6	-16	8	6%	2	-0.3%
CCN(CC(=O)Nc1ccc(C#N)c(Cl)c1)CC(=O)NC1CCS(=O)(=O)C1 (stereo unspecified)	1	-1.7	3	4	-11	-4	.	-8	-1.4%
CCCC(=O)Nc1ccc(N2CCN(CC)CC2)c(Cl)c1	2	2.0	-41*	-2	-2	23	-3%	-12	2.7%
Cc1nc2ccc(Cl)cn2c1P(=S)(N1CCOCC1)N1CCOCC1	3	0.7	-1	-3	9	0	-7%	0	-0.6%
O=[P+](Cc1ccccc1)Cc1ccccc1	0	-0.6	12	0	1	3	-3%	2	1.3%
CSC1=NP(=S)(SC)N(C)c2nc3n(c21)CCC3 (stereo unspecified)	2	-0.4	-21	-19	5	0	-6%	-1	?
N#CC(CCN1CCOCC1)(c1ccccc1)c1ccccc1	0	-0.6	-3	6	11	6	-5%	5	-0.5%

The list goes on, starting with the last two of the part before.
SMILES	D1 agonist	TRHR agonist	D1 antagonist	D2 PAM	RXFP1 antag	TRHR PAM	Anesthetic bind	D1 PAM	RXFP1 agonist
CSC1=NP(=S)(SC)N(C)c2nc3n(c21)CCC3 (stereo unspecified)	2	-0.4	-21	-19	5	0	-6%	-1	?
N#CC(CCN1CCOCC1)(c1ccccc1)c1ccccc1	0	-0.6	-3	6	11	6	-5%	5	-0.5%
COc1ccccc1-n1c(O)c(/C=N/N2CCCCC2)c(=O)n(-c2ccccc2OC)c1=S	0	0.9	4	-1	-7	7	6%	-4	-1.3%
COc1ccc(OC)c(CC(=O)O)c1	3	-1.3	12	2	17	-2	-8%	3	2.9%
COc1ccccc1-n1c(O)c(C=NCCCn2ccnc2)c(=O)[nH]c1=O	5	0.3	14	4	12	-5	-7%	-6	2.2%
COc1cccc(C2(O)CCSCC2CN(C)C)c1 (stereo unspecified)	3	-0.4	-4	1	.	-1	-11%	-2	0.7%
O=c1[nH]c(O)c(N=Nc2ccc([N+](=O)[O-])cc2)c(=O)[nH]1	1	0.3	-9	14	7	-3	0%	1	14µM*
COc1ccc(-c2cc(C(F)(F)F)n3nc(C(=O)N4CCC5(CC4)OCCO5)cc3n2)cc1OC	1	0.1	3	4	7	4	-5%	-4	7.4%
Brc1ccc2c(c1)C(OC1CN3CCC1CC3)c1ccccc1CS2 (stereo unspecified)	28	0.5	-36*	-21	.	1	-18%	-9	3.8%
O=C(COC(=O)Cc1ccccc1)Nc1ccc(SC(F)F)cc1	5	0.2	2	-8	4	3	-5%	0	0.2%
Nc1c(C(=O)NCCN2CCOCC2)c2nc3ccccc3nc2n1Cc1ccco1	4	2.2	-42*	-4	5	-4	297%[activator]	-3	2.2%
Cc1cc(=O)oc2cc(OCC(=O)N3CCN(C(C)c4ccccc4)CC3)c(Cl)cc12 (stereo unspecified)	0	-0.2	-17	-2	4	0	.	6	3.9%
CC(C)c1ccc(N2C(=O)NC(=O)/C(=C/C=C/c3ccco3)C2=O)cc1	11	8.1	-16	4	-80*	-6	-14%	-3	0.1%
CCOC(=O)c1ccc(NC(=O)C2C3C=CC(O3)C2C(=O)O)cc1 (stereo unspecified)	5	-0.3	-5	-2	.	4	-8%	11	0.7%

Only part of the results is shown, so the mix of outcomes need not match the whole.
